T cell modulator = T cell immune modulators affecting CD8 T cell-vesicle binding; 2C CD8+ T cell-vesicle binding, flow cytometry; active compounds read low; calls only at 7 µM; hit rate 0.068% among 330,000; AID 2052;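 active = response, share of CD8 T cells binding vesicles, and their 90th percentile fluorescence all below set limits, cut at about 80% in these data, passing the limit was not always enough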
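Assay system: 2C TCR transgenic mouse naive CD8+ T cells, MACS-purified | Read-out: CD8+ gate FL2 mean fluorescence as % of same-row positive control | Signal: High-throughput flow cytometry with anti-B7-1 and anti-CD8 staining | Timing: Binding step 1.5 h, 37 °C, antibody labelling 20 min, ice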
Myeloid diff MLP = myeloid differentiation induction | ER-HoxA9 myeloid progenitors, lysozyme-GFP differentiation, flow cytometry | calls only at 10 µM | hit rate 1% among 360,000 | AID 624256;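 active = normalized GFP-positive differentiation at or above the plate's own cutoff, the solvent-only control mean plus 3 SD; inconclusive = no clear call, values can overlap the other calls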;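 note: cells exposed to compound for four days before flow analysis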
Lipid droplet = modulators of hepatic lipid droplet formation. AML12 mouse hepatocytes, oleate lipid droplets, BODIPY imaging. inhibition, % at 6.5 µM. hit rate 0.4% among 240,000;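 active = lipid droplet intensity inhibited by at least 50%, with more than 500 cells counted; inconclusive = wells with under 300 cells, treated as cytotoxic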
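material = mouse AML12 hepatocyte cell line, fixed after treatment | also added = 100 µM oleic acid challenge | doses = compound at 6.5 µM only | schedule = overnight exposure | technique = Image-based BODIPY and DAPI two-channel analysis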
Lipid droplet cells 6.5 µM = further read-out of Lipid droplet, marked with its call; cell count; measured here: cell count, cytotoxicity flag;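 cells counted across two imaged fields per well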
T cell modulator vesicle-bound % = recorded beside T cell modulator, whose call it bears; double positive events, %; measured here: CD8+ vesicle-bound cell fraction;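 binding gate set so that unloaded-vesicle control wells show 10% double positive cells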
Myeloid diff MLP GFP+ MAC1+ % = also measured in Myeloid diff MLP; calls as there; GFP+ MAC1+ double positive, %; measured here: differentiation confirmed by MAC1 staining
Starred values were filed as active, the others as inactive; i = inactive; ? = inconclusive; nt = not tested or not shown. Only part of the results is shown, so the mix of outcomes need not match the whole.

The line under a structure holds: T cell modulator	T cell modulator vesicle-bound %	Myeloid diff MLP	Myeloid diff MLP GFP+ MAC1+ %	Lipid droplet	Lipid droplet cells 6.5 µM
CCOc1ccc(-c2[nH]ncc2-c2ccccc2)c(O)c1
  i	38	i	0.0	17	713
O=C(c1ccccc1O)N1N=C(C(F)(F)F)CC1(O)c1ccc([N+](=O)[O-])cc1 (centres undefined)
  i	54	i	0.9	-2	837
CCOc1ccccc1NC(=O)NNS(=O)(=O)c1cc(OC)ccc1OC
  i	15	i	0.3	-2	756
Cc1ccc(OCC(=O)Nc2ccc(NC(=O)c3ccccc3)cc2)cc1C
  i	41	i	0.4	8	802
COc1ccc2nc(CCN(C)C(=O)C3CCC(=O)N(Cc4cccc(F)c4)C3)[nH]c2c1 (centres undefined)
  i	19	i	0.4	-4	731
COc1ccc(CCNC(=O)C2CC=CCC2C(=O)O)cc1 (centres undefined)
  i	6	i	0.9	-1	816
CCOc1ccc(-c2c(C(=O)N/N=C/c3sccc3C)nnn2-c2nonc2N)cc1
  i	27	i	1.4	-14	735
COc1ccc(NC2CCCN(C(=O)CCN3CCCC3=O)C2)cc1OC (centres undefined)
  i	14	i	1.6	1	830
Cc1ccccc1S(=O)(=O)Cc1ccc(C(=O)NCCCN(C)Cc2ccccc2)o1
  i	33	i	5.5	-10	693
CCN(CC)C(=O)Cn1cc(C(=O)C(=O)NCCCN2CCOCC2)c2ccccc21
  i	12	i	1.1	-1	712
Fc1ccccc1NC(=S)NCc1ccccc1
  i	59	i	1.5	2	832
Cc1ccc(C(C)NC(=O)c2cc3cc(Br)ccc3oc2=N)cc1 (centres undefined)
  i	68	i	0.1	0	742
COC(=O)C(Cc1ccc(O)cc1)NC(=O)CCc1nc2ccccc2s1 (centres undefined)
  i	22	i	5.4	-2	832
COc1cc(S(=O)(=O)NCc2ccccc2)ccc1-n1cnnn1
  i	22	i	0.6	-6	815
COc1ccc(S(=O)(=O)N2CCOC2CNC(=O)C(=O)NCCc2ccccc2)cc1OC (centres undefined)
  i	20	i	0.6	2	761
CCOc1ccc(N(CC(=O)Nc2ccc(C)c(C)c2)S(C)(=O)=O)cc1
  i	59	i	0.8	-3	863
COc1cc2c(cc1OC)C(c1ccc([N+](=O)[O-])cc1)N(C(C)=O)CC2 (centres undefined)
  i	51	i	0.2	-2	845
CCn1ccnc1CN(C)C(=O)C1CCC(=O)N(Cc2cccc(C(F)(F)F)c2)C1 (centres undefined)
  i	37	i	0.5	-19	662
O=S(=O)(c1ccc2ccccc2c1)n1cccn1
  i	27	i	0.6	12	811
O=S(=O)(Nc1cccc(-n2cnnn2)c1)c1cccc(Cl)c1
  i	48	i	2.2	-14	665
CCOc1cccc(-c2c(C(=O)N/N=C/c3ccsc3)nnn2-c2nonc2N)c1
  i	63	i	0.6	-16	656
CCCCc1nc(C(N)=O)c2[nH]c(=O)n(-c3ccccc3F)c2n1
  i	27	i	0.5	0	766
O=C(c1cccs1)N1CCN(c2ncc(C(F)(F)F)cc2Cl)CC1
  i	60	i	0.5	-6	678
N#Cc1cccc(NC(=O)CC2CCCC2)c1
  i	26	i	0.5	-9	834
CCC1CCC(N2CCN(c3cccc(OC)c3)CC2)CC1 (centres undefined)
  i	54	i	0.2	0	798
CCOc1ccc(-c2n[nH]c(=S)n2Cc2ccccc2)cc1
  i	51	i	0.6	0	783
COc1ccc(C(=O)NC(C)c2nnc(SCC(=O)NC3CCCCC3)n2C)cc1 (centres undefined)
  i	38	i	0.5	-3	845
O=C(O)CNC(=O)c1ccc(NC(=O)/C(=C/c2cccc([N+](=O)[O-])c2)NC(=O)c2ccco2)cc1
  i	12	i	0.7	-2	834
CCOc1ccccc1NS(=O)(=O)c1ccc2c(c1)N(C)CCO2
  i	44	i	1.3	-24	731
Cc1ccc(N2Cc3ccccc3C2=O)cc1
  i	56	i	1.2	2	809

7 compounds picked at random from those above, as already listed:
The line under a structure holds: T cell modulator	T cell modulator vesicle-bound %	Myeloid diff MLP	Myeloid diff MLP GFP+ MAC1+ %	Lipid droplet	Lipid droplet cells 6.5 µM
CCn1ccnc1CN(C)C(=O)C1CCC(=O)N(Cc2cccc(C(F)(F)F)c2)C1 (centres undefined)
  i	37	i	0.5	-19	662
COc1cc2c(cc1OC)C(c1ccc([N+](=O)[O-])cc1)N(C(C)=O)CC2 (centres undefined)
  i	51	i	0.2	-2	845
COc1ccc(C(=O)NC(C)c2nnc(SCC(=O)NC3CCCCC3)n2C)cc1 (centres undefined)
  i	38	i	0.5	-3	845
COc1ccc(CCNC(=O)C2CC=CCC2C(=O)O)cc1 (centres undefined)
  i	6	i	0.9	-1	816
Fc1ccccc1NC(=S)NCc1ccccc1
  i	59	i	1.5	2	832
CCOc1cccc(-c2c(C(=O)N/N=C/c3ccsc3)nnn2-c2nonc2N)c1
  i	63	i	0.6	-16	656
Cc1ccccc1S(=O)(=O)Cc1ccc(C(=O)NCCCN(C)Cc2ccccc2)o1
  i	33	i	5.5	-10	693

(list continues)
The line under a structure holds: T cell modulator	T cell modulator vesicle-bound %	Myeloid diff MLP	Myeloid diff MLP GFP+ MAC1+ %	Lipid droplet	Lipid droplet cells 6.5 µM
O=C(NC1CCCC1)C(c1ccc(F)cc1)N(C(=O)c1csnn1)c1ccccc1F (centres undefined)
  i	14	i	0.1	-17	769
COc1ccc(-c2nc(CS(=O)CC(=O)NCc3ccc(Cl)cc3)c(C)o2)cc1OC (centres undefined)
  i	15	i	4.2	-26	748
O=C(Nc1ccccc1Cl)C1CCCN1C(=O)OCc1ccccc1 (centres undefined)
  i	9	?	nt	-42	698
O=C(CN1C(=O)CCS(=O)(=O)c2ccccc21)Nc1ccc(F)cc1
  i	7	i	0.0	-42	708
Cc1ccnc(NC(=O)CS(=O)(=O)c2ccccc2)c1
  i	9	i	0.5	16	778
COc1ccc(C(CNC(=O)c2ccc(S(=O)(=O)Nc3ccccc3F)cc2)N(C)C)cc1 (centres undefined)
  i	65	i	5.1	-12	713
Cn1c(=O)oc2cc(S(=O)(=O)Nc3ccc(F)cc3)ccc21
  i	12	i	0.5	-11	784
COc1ccc(C(=O)NC(C)c2nccs2)cc1OC1CCN(C(C)C)CC1 (centres undefined)
  i	30	i	0.8	0	662
CN(CCC#N)C(=O)COC(=O)[C@H](Cc1ccccc1)N1C(=O)c2ccccc2C1=O
  i	43	i	0.6	4	683
CC(=O)c1ccc(C(=O)N2CCC(n3nccc3NC(=O)C3CC3)CC2)cc1
  i	64	i	1.6	3	864
COc1cc(NC(=O)C2CC(c3ccccc3Cl)=NO2)cc(OC)c1OC (centres undefined)
  i	61	i	0.7	-3	804
COc1ccccc1/C=C1/SC(=S)N(CCC(=O)Nc2cccnc2)C1=O
  i	58	i	0.3	-7	695
CC(C)c1cc(CNC(=O)c2ccc(OC3CCN(Cc4ccccn4)CC3)cc2)on1
  i	19	i	0.7	16	691
CCC(C)[C@H](NC(=O)N1CCn2c1nc1ccccc12)C(=O)NCc1ccc(OC)cc1 (some centres undefined)
  i	50	i	3.8	28	712
CS(=O)(=O)CCC(C(=O)Nc1ccc2c(c1)OCO2)N1Cc2ccccc2C1=O (centres undefined)
  i	6	i	1.5	16	794
CCn1c(SCCN2CCOCC2)nc2c1c(=O)n(C)c(=O)n2C
  i	23	i	0.5	-2	809
Cc1cc(=O)[nH]c(Nc2cccc(Br)c2)n1
  i	45	i	0.0	-1	853
COc1cc(C(=O)N/C(=C\c2cn(C)c3ccccc23)C(=O)N2CCOCC2)cc(OC)c1OC
  i	17	i	4.4	-31	682
NS(=O)(=O)c1ccc(-c2ccc(/C=C3\NC(=S)NC3=O)o2)cc1
  i	59	i	1.1	1	796
COc1ccc2[nH]c(C(=O)N3CCC(n4nccc4NC(=O)C4CC4)CC3)c(C)c2c1
  i	32	i	0.6	1	685

Next results:
molecule,T cell modulator,T cell modulator vesicle-bound %,Myeloid diff MLP,Myeloid diff MLP GFP+ MAC1+ %,Lipid droplet,Lipid droplet cells 6.5 µM
CCOc1ccc(NC(=O)c2ccc(Cn3nc(C)cc3C)o2)cc1,i,39,i,1.1,-16,842
COc1cccc(CNC(=O)CN(C)S(=O)(=O)c2ccc3c(c2)CC(C)N3C(C)=O)c1 (centres undefined),i,11,i,1.0,-5,704
COCCCNc1nc2ccccc2nc1NS(=O)(=O)c1cccc(C)c1,i,23,i,0.4,-9,839
O=c1[nH]cccc1-c1nc2ccccc2n1Cc1ccc(F)cc1,i,52,i,0.7,11,813
Cc1cc(C(=O)N/N=C/c2ccc(N(C)C)o2)cs1,i,9,i,1.1,-5,698
COc1cc(NC(=O)Cn2c(=O)n(CC3CCCO3)c(=O)c3cc(OC)c(OC)cc32)cc(OC)c1 (centres undefined),i,21,i,3.3,6,748
c1ccc(-c2csc(Nc3ccccn3)n2)cc1,i,67,i,0.4,0,852
CSCc1c(C(=O)NCCc2ccccn2)oc2ccccc12,i,16,i,0.6,-7,791
CCn1ccnc1CNC(=O)c1ccc2oc(C(C)C)nc2c1,i,25,i,0.9,-14,655
Cc1ccc(CNC(=O)CCc2c(C)[nH]c(=O)c(C#N)c2C)cc1,i,33,i,0.9,-3,812
COc1ccc(N2CCN(S(=O)(=O)c3c(C)[nH]c(C)c3C(=O)N3CCCC3)CC2)cc1,i,9,i,1.5,-1,735
Cc1sc2ncnc(N3CCC(C(=O)NCC(=O)Nc4ccc(F)c(F)c4)CC3)c2c1C,i,67,?,nt,-11,856
CCCCn1c(N)c(N(CCC(C)C)C(=O)C2=COCCO2)c(=O)[nH]c1=O,i,25,i,0.5,1,823
CC(=O)Nc1ccc(NC(=O)C(C)OC(=O)c2ccc(N(C)C)cc2)cc1 (centres undefined),i,24,i,3.3,30,855
O=c1cc(-c2ccc(Cl)cc2)nc(N2CCN(c3ccccc3)CC2)[nH]1,i,50,i,0.5,-9,762
CN1CCN(CCNC(=O)Nc2ccc(Cl)cc2)CC1,i,30,i,0.7,-8,778
C/C(=N\NC(=O)Cc1ccc(Cl)c(Cl)c1)c1cccnc1,i,58,i,3.3,-8,829
COc1ccc(-n2c3c(cc(C(=O)NCC(=O)c4ccccc4)c2=O)C(=O)CC(C)(C)C3)cc1,i,20,i,0.9,-7,706
Cc1ccc(OCC(O)Cn2c(N3CCCCC3)nc3c2c(=O)[nH]c(=O)n3C)cc1 (centres undefined),i,43,i,0.8,-12,779
CCCc1cc(CNC(=O)C2CCC(=O)N(Cc3ccccc3OC)C2)on1 (centres undefined),i,65,i,0.7,-4,755
Clc1ccc(Cl)c(OCCCCN2CCNCC2)c1,i,37,i,0.1,-16,749
COc1ccc(CC(=O)NC(C)c2ccc3ccccc3c2)cc1 (centres undefined),i,58,i,1.4,28,768
COc1ccc(CNC(=O)CN(Cc2ccccc2)C(=O)CCC(=O)Nc2ccccn2)cc1,i,16,i,0.3,-2,689
O=C(c1ccc2c(=O)n(Cc3ccc(Cl)cc3)c(=S)[nH]c2c1)N1CCCC1,i,36,i,4.4,0,761
O=S(=O)(Nc1ccc(Br)cc1)N1CCOCC1,i,15,i,0.9,4,776
O=C(CN(Cc1ccco1)C(=O)CNS(=O)(=O)c1ccc(F)cc1)NCc1ccccc1,i,35,i,0.5,-2,814
CC(=O)Nc1ccc(S(=O)(=O)Nc2cccc(C(=O)Nc3ccccc3C(=O)O)c2)cc1,i,60,i,1.0,-9,816
Cc1cccc(NC(=O)c2cc3c(=O)n4ccccc4nc3s2)c1,i,27,i,0.3,36,706
COc1ccc(CC(=O)NCC2CCCN(Cc3ccc(OC)cc3F)C2)cc1 (centres undefined),i,56,i,0.2,-3,876

Bioassay records (PubChem)
